# DSG3 Ab inh = blocks pemphigus antibody binding to human desmoglein-3. DSG3-coupled beads, scFv-anti-DSG3-GFP binding, flow cytometry; hits give low values. binding (percent of control), % at 10 µM. P32926. 310,000 compounds, 0.48% hits;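 active means binding more than 3 SD below its plate's average and above zero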;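 further: hits lower antibody fragment binding to DSG3; some compounds called inactive have numbers as strong as hits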
# Target sequence (P32926 whole entry, looked up, the tested form may be a part): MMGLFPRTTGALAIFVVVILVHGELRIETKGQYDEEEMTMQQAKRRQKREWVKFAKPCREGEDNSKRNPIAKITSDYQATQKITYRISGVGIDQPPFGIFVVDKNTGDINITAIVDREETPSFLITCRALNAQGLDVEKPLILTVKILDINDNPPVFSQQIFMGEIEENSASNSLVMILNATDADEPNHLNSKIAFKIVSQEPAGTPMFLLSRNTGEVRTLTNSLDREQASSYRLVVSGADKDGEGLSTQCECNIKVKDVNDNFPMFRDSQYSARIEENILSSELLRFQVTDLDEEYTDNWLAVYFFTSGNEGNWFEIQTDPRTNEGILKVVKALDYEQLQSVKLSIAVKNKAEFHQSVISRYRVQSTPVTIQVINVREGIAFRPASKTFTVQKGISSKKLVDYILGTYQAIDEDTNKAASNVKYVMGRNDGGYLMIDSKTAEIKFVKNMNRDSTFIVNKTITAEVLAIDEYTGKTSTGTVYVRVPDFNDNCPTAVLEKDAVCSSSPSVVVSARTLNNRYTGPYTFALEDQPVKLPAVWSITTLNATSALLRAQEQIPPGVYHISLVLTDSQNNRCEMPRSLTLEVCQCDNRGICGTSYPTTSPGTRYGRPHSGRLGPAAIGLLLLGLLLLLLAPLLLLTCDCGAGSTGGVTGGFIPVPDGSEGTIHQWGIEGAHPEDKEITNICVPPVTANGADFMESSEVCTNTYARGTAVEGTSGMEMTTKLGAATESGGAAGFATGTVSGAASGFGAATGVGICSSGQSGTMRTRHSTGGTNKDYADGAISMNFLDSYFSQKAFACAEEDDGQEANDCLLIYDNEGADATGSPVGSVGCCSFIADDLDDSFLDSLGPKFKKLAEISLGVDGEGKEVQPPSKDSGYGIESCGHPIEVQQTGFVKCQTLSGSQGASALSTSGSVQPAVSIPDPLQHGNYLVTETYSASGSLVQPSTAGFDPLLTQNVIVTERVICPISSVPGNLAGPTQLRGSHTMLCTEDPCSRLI
# MOR-DOR inv ag = inverse agonist of human OPRM1-OPRD1 heterodimerization. P35372+P41143. cell-based MOR-DOR heterodimer luminescence, inverse agonism. inhibition, % at 9.3 µM. 340,000 compounds, 0.21% hits. AID 504357; in the data active means inhibition above about 22%, passing the limit was not always enough;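 further: 0% = cells with DMSO and 100% = wells without cells with DMSO; values of inactives mirror those of a sister screen read the other way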
# V-ATPase pH = regulators of yeast V-ATPase proton transport | S. cerevisiae, pHLuorin cytosolic pH fluorescence | response, % at 10 µM | 350,000 compounds, 0.37% hits | AID 504577; in the data active means response mostly above about 7.3%, no sharp cut-off; inactive means mostly below about 5.4%; further: actives read high; inactives centre near 0; some compounds called inactive have numbers as strong as hits; reference of the scale not given here
# Keap1-Nrf2 PPI = inhibitors of human Keap1-Nrf2 protein-protein interaction; Q14145; Keap1 Kelch-Nrf2 peptide fluorescence polarization, 1536-well; inhibition, % at 9.4 µM; 340,000 compounds, 0.15% hits; AID 504523; in the data active means inhibition above about 12%;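 further: human Keap1 Kelch domain with fluorescein labeled Nrf2 9mer peptide probe; 0% = neutral control wells and 100% = peptide positive control; higher means more block of Keap1 binding to Nrf2 peptide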
# Arr AP2 block = inhibitors of human beta-arrestin and AP2 interaction. inhibition, % at 10 µM. 340,000 compounds, 0.31% hits. FITC-arrestin peptide / GST-AP2 beads, flow cytometry; AP2 beta2 appendage carries R879A mutation;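 active means inhibition above a set limit, near 3 SD of compounds lacking own fluorescence, cut at about 54% in these data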;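 further: plate controls were DMSO wells for no effect and 5 µM unlabelled arrestin peptide for full effect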
#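 Material – AP2 appendage R879A on GSH beads · Buffer or medium – PBS with 0.05% Tween 20 and 0.1% BSA · Probe or stimulus – fluorescein-tagged arrestin peptide at 50 nM final · Incubation – compound with beads 12 min RT, then probe 1 h RT · Detection – high-throughput flow cytometry of beads, ex 488, em 535 nm · Evaluation – percent response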
# C-LANA FP = inhibitors of KSHV LANA C-terminal domain DNA binding; inhibition, % at 9 µM; 340,000 compounds, 0.078% hits; MBP-C-LANA/FAM-LBS DNA binding, fluorescence polarization;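 active means highest replicate inhibition at or above 60% at 9 µM, even if other replicates fall short; inactive means all replicates below 60% inhibition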;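 further: 0% = neutral control wells and 100% = 4 µM acridine orange control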
# OPRM1-OPRD1 ag = OPRM1-OPRD1 heterodimerization agonism. AID 504326. cells, luminescence. 340,000 compounds, 0.3% hits. activation, % at 9.3 µM; in the data active means activation above about 18%;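 further: 0% = vehicle-treated cells and 100% = reference agonist; values of inactives mirror those of a sister screen read the other way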
# Cardiac RTF inh = cardiac RTF calcium desensitization. AID 493244. 340,000 compounds, 0.12% hits. inhibition, % at 7.15 µM. IANBD-labeled cardiac RTF, Ca2+ fluorescence. P19429+P45379;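 active means inhibition above the mean inhibition of all tested compounds plus 3 SD, cut at about 17% in these data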;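 further: assay run at fixed EC70 calcium of 1.6 mM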
# Wnt act = activates Wnt/beta-catenin signaling in a reporter cell assay | activator, plate reader | activation, % at 9.35 µM | 300,000 compounds, 1.2% hits | AID 743398; in the data active means activation above about 30%, passing the limit was not always enough;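 further: 0% = neutral control wells and 100% = positive control wells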
# RTF Ca sens act = increases calcium sensitivity of human cardiac regulated thin filaments | activation, % at 7.2 µM | 340,000 compounds, 0.24% hits | P19429+P45379 | IANBD-labeled TnC RTF fluorescence at EC20 calcium; 0% EC20 calcium, 100% full calcium;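 active means activation above the mean over all tested compounds plus 3 SD, cut at about 30% in these data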;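 further: rise in fluorescence read as greater calcium sensitivity of cardiac thin filaments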
# * marks the source's active call; other numbers are inactive results; / = no result given. An unsorted share of the library; about 3.1% have a hit in one of these screens.
SMILES,DSG3 Ab inh,MOR-DOR inv ag,V-ATPase pH,Keap1-Nrf2 PPI,Arr AP2 block,C-LANA FP,OPRM1-OPRD1 ag,Cardiac RTF inh,Wnt act,RTF Ca sens act
Cc1c(NS(=O)(=O)c2cccc(C(=O)NCc3ccco3)c2)c(=O)n(-c2ccccc2)n1C,92,12,1,3,95*,11,-3.0,-5,-1,2
COc1ccc(OC)c(NC(=O)CSc2ccc3nnc(-c4cccnc4)n3n2)c1,113,7,1,4,2,0.7,-1.5,-3,-3,-3
O=C1N(c2ccccc2)C2CS(=O)(=O)CC2N1c1ccc(Cl)c(Cl)c1 (centres undefined),108,7,0,2,-39,1.8,-1.2,-7,/,2
CC1CN(C(=O)COC(=O)c2cnc(Cl)c(Cl)c2)CC(C)O1 (centres undefined),96,12,0,3,0,-1.7,-2.3,-1,-2,-1
CCN(C(=O)c1cc(S(=O)(=O)N2CCOCC2)cn1C)c1cccc(C)c1,80,2,0,-3,16,-1.0,-0.3,-6,0,0
COc1ccccc1-n1c(-c2cc(-c3ccc(F)cc3)n[nH]2)n[nH]c1=S,111,8,-3,-1,-31,0.1,-1.5,4,-3,-6
N#Cc1ccc(-c2cccnc2)nc1SCC(=O)c1ccccc1,103,-5,7,3,8,1.0,1.0,-27,3,5
CN(C)/C=C/C(=O)c1cc(N2CCOCC2)ccc1[N+](=O)[O-],115,7,0,2,2,-0.6,-1.4,-5,-1,-3
Cc1ccc(O)c(NC(=S)NC(=O)c2ccccc2Cl)c1,99,13,2,-3,-13,0.9,-2.4,-3,-9,0
CN(C)CCCN1c2ccccc2Sc2ccc3ccccc3c21,136,-18,-5,-1,3,2.7,4.0,2,9,-3
COc1cc2c(cc1OC)C(C)N(C(=O)C1=NN(c3cccc(C)c3)C(=O)CC1)CC2 (centres undefined),101,9,0,-8,-2,1.7,-1.8,7,-1,3
CN1C(=O)N(c2ccccc2)C(Nc2nncs2)C1(C)C (centres undefined),85,3,-3,-3,6,-1.1,-0.8,-7,-1,-2
Cc1cc2c(C)nc3ccccc3c2o1,113,8,0,-1,1,0.0,-1.8,-3,/,0
CCOC(=O)C1=C(N)OC2=C(C(=O)CCC2)C1c1ccco1 (centres undefined),112,12,2,-1,7,-0.3,-2.8,-6,0,-2
CCCCc1nc2sc3c(SCCN(C)C)ncnc3c2c2c1CCC2,/,11,0,-1,8,-4.0,-2.1,-6,-3,1
Cc1cccc(NC(=O)c2nc[nH]c2C(=O)N[C@H](C)c2ccccc2)c1,100,-12,3,-5,28,0.0,2.3,-10,-3,4
Cc1ccc(NC(=S)N/N=C/c2ccc(Cl)c([N+](=O)[O-])c2)cc1,98,-17,-1,1,2,-1.0,3.1,0,/,1
COc1ccc(/C=N/NC(=O)c2ccco2)cc1Cn1nc(C)c([N+](=O)[O-])c1C,-160*,-12,4,-5,14,2.9,2.6,-10,2,12
Cc1ccc(NC(=O)CC2CCCC2)c(Br)c1,117,-15,-2,0,16,1.7,1.8,-26,10,-1
COc1ccc(NC(=O)N2CCCc3cccc(C)c32)cc1,113,3,0,-5,-8,-0.8,-0.5,-8,-1,9
Cc1cc(C)c(C)c(OCC(=O)N2CCOCC2)c1,107,10,3,-3,-5,-1.5,-1.9,-2,/,2
S=C(Nc1ccc(Br)cc1)NC1CCCC1,102,-16,0,4,13,1.1,2.7,-2,/,3
O=C(CSc1nc(O)c(Cc2ccccc2)c(=O)n1-c1ccccc1)N1CCOCC1,106,6,0,-2,-4,-0.9,-1.1,-12,/,-3
CCN(CC)c1ccc(/C=C2/C(=O)ON=C2C)cc1,95,13,-4,-135,-1,-10,-2.6,-33,-1,8
CCCCOc1ccc(NC(=O)CN2CCN(CC)CC2)cc1,108,14,-2,-1,3,-0.7,-2.6,-6,1,5
CCOc1ccc(NC(=O)C2CCC(CNc3c(N4CCC(C)CC4)c(=O)c3=O)CC2)cc1 (centres undefined),100,5,-1,2,-5,-1.5,-1.0,-11,-3,-3
COc1cc(-c2nn3c(C4CCCCC4)nnc3s2)cc(OC)c1OC,121,6,7,-8,-6,-0.9,-1.0,3,/,-2
COc1cc2c(cc1OC)-c1nnc(C)n1C(C)(C)C2,/,13,-3,-2,-4,-1.1,-2.5,-11,1,2
CCCNC(=O)Nc1ccsc1C(=O)OC,102,19,8,1,7,0.4,-3.8,4,/,-3
Cc1c(C(C)C)c(=O)n(-c2ccc(S(=O)(=O)NC(C)C)cc2)n1C,100,9,3,1,-11,-0.6,-1.8,-3,-3,-4

# Continued; it opens with the 2 that closed the last part.
SMILES,DSG3 Ab inh,MOR-DOR inv ag,V-ATPase pH,Keap1-Nrf2 PPI,Arr AP2 block,C-LANA FP,OPRM1-OPRD1 ag,Cardiac RTF inh,Wnt act,RTF Ca sens act
CCCNC(=O)Nc1ccsc1C(=O)OC,102,19,8,1,7,0.4,-3.8,4,/,-3
Cc1c(C(C)C)c(=O)n(-c2ccc(S(=O)(=O)NC(C)C)cc2)n1C,100,9,3,1,-11,-0.6,-1.8,-3,-3,-4
COc1cc(OC)c(C(=O)NC2CCCCCC2)cc1OC,115,4,/,-2,23,-1.7,-0.8,-11,0,21
CCc1ccc(S(=O)(=O)ON2C(=O)c3ccccc3C2=O)cc1,105,6,0,-10,-6,0.2,-1.2,-5,-1,4
Cc1ccc(C)c(-c2csc(NC(=O)c3c(C)noc3C)n2)c1,105,-4,-1,-4,11,-0.1,1.1,-5,0,0
COc1cccc(NC(=O)CN(C)C(=O)C2=COCCO2)c1,101,-14,-1,6,-7,-1.0,2.1,-20,2,5
Cc1noc(C)c1COC(=O)[C@@H](NC(=O)c1ccccc1)C(C)C,111,-17,-2,0,-22,0.2,3.2,-8,0,5
COc1ccc2c(c1)CC/C(=C\C=C\c1ccccc1)C2=O,/,-18,2,-6,1,-1.5,3.0,-12,31*,-4
Cc1ccc(S(=O)(=O)CC(=O)N2CCN(c3cccc(C(F)(F)F)c3)CC2)cc1,98,-23,4,-4,-10,0.1,4.5,-4,1,-4
Cc1ccc(C2(C(F)(F)F)NC(=O)N3CCCN=C3S2)cc1 (centres undefined),98,-10,0,-1,3,-0.8,1.7,-6,-2,0
O=C(CNC(=O)c1ccccc1)OCc1nc2ccccc2s1,103,-3,/,-2,3,-1.5,0.4,-22,-4,-1
CCN(CC)CCNCc1cc(Br)ccc1OCC(=O)NCc1ccccc1,101,4,0,0,6,-0.4,-0.8,-2,-1,7
O=C(N/N=C/c1ccccc1)C1CCCN1C(=O)c1cc([N+](=O)[O-])cc([N+](=O)[O-])c1 (centres undefined),111,-20,7,-6,-3,0.8,4.9,-1,11,-2
O=C(Nc1ccc(Cl)cc1)c1ccc(-n2cccn2)c([N+](=O)[O-])c1,90,-55,-5,-3,15,1.1,11,2,/,-3
CCCCn1c(SCC(=O)Nc2nc(C)cs2)nnc1-c1cccnc1,102,15,0,0,1,0.7,-3.0,-6,-4,-3
CCOC(=O)C1=C(c2ccccc2)NC(SCC(=O)Nc2ccc(C)cc2)=C(C#N)C1c1ccco1 (centres undefined),101,-26,0,1,/,0.5,5.2,-11,-4,-1
COC(=O)c1ccc(-n2c(C)cc(-c3csc(NC(=O)c4ccc(S(=O)(=O)N(C)C)cc4)n3)c2C)cc1,107,11,3,1,26,-0.3,-2.1,-11,-10,-10
c1ccc(CN2CCC(Nc3nc(-c4cccnc4)nc4ccccc34)CC2)cc1,/,/,-5,-7,7,-2.7,/,-7,-1,1
Brc1ccccc1OCCOCCOc1cccc2cccnc12,101,9,-3,2,-6,-0.8,-2.1,-3,/,-6
COCCn1nnnc1C(C(C)C)N(Cc1ccccc1)Cc1cc2cc(OC)ccc2[nH]c1=O (centres undefined),103,-4,2,-1,-3,0.1,0.7,-12,/,6
COC(=O)c1[nH]c2cccc(OC)c2c1NC(=O)CN1CC(C)OC(C)C1 (centres undefined),97,13,12,-5,-2,-1.9,-2.5,-6,-4,-2
COc1cccc(C(=O)NCc2ccc3[nH]c(C)cc3c2)c1,84,1,0,-6,-11,1.1,-0.1,-9,0,4
CC(C)c1ccc(/C=C2\C(=N)N3N=C(CC(=O)N4CCCCC4)SC3=NC2=O)cc1,125,9,4,-2,-8,0.1,-1.8,-2,6,-7
Cc1ccc(C(=O)N/C(=C\c2cccc([N+](=O)[O-])c2)C(=O)OCN2C(=O)c3ccccc3C2=O)cc1,/,-5,7,1,11,1.1,0.9,-10,0,2
CC1(C)Cc2c(sc3ncn4nc(CCC(=O)O)c(=O)nc4c23)CO1,92,20,-3,1,25,3.6,-3.3,0,-4,-4
Cn1nc(C(F)(F)F)c(-c2ccccc2)c1NC(=O)c1ccco1,/,23,-3,2,0,0.7,-4.7,-14,-2,-2
Cc1ccc(S(=O)(=O)N2CCCCC2C(=O)N2CCN(Cc3ccccc3)CC2)cc1 (centres undefined),100,-7,2,-7,1,0.6,1.3,1,/,2
COC(=O)C1=C(CS(=O)(=O)c2ccccc2)NC(=O)NC1c1ccc(OC)c(OC)c1 (centres undefined),99,11,1,-4,-10,-0.5,-2.1,0,1,0
CCOC(=O)c1c(NC(=O)c2ccn(CC)n2)sc2c1CCC2,106,-4,1,-3,4,0.5,0.8,-2,0,0
CCCN1CCN(CCCNC(=O)CN2C(=O)c3cccnc3Oc3ccc(C)cc32)CC1,94,14,-1,4,-12,1.7,-2.8,-8,0,1
COc1ccc(NC(=O)Nc2ccc3c(c2)C(=O)N([C@H](C)CO)C[C@H](C)[C@@H](CN(C)S(C)(=O)=O)O3)cc1,103,2,0,-3,4,-0.3,-0.3,-11,0,5
C#CCOCCOCCOCCNc1nc(N2CCN(C(=O)[C@H](CCC(=O)O)n3cc(C(N)CC(C)C)nn3)CC2)nc(N2CCN(C(=O)[C@H](CCC(=O)O)n3cc(C(N)CC(C)C)nn3)CC2)n1 (some centres undefined),98,4,-2,-7,17,1.4,-0.7,4,/,0
Cc1ccc(NS(=O)(=O)c2ccc3c(c2)NC(=O)CO3)c(C)c1,92,10,-4,0,-11,-0.8,-1.9,-11,0,-1
CCN(CC)CCn1c2c(c(SCC(=O)Nc3nc(C)cs3)nc1=O)CCCC2,96,-6,-6,2,40,-0.4,0.9,-11,-2,-5
Cc1nnc(SCCn2c(N3CC(C)CC(C)C3)nc3c2c(=O)[nH]c(=O)n3C)s1 (centres undefined),94,14,0,-6,4,-1.6,-2.5,-6,-2,2
CCOC(=O)C(C)Oc1cccc2c(=O)n(CC(=O)NCc3ccc(F)cc3)ccc12 (centres undefined),85,7,1,-5,1,-0.2,-1.4,-6,-10,-3
COc1ccc(-n2c(Cc3cccn3C)nnc2SCC(=O)Nc2ccc(C)cc2C)cc1,105,6,0,7,18,-0.3,-1.2,-2,-2,-6
CC(C)(C)OC(=O)N1CCC(C(=O)Nc2ccc(C(=O)NCc3ccccc3)cc2)CC1,98,17,0,-2,-8,-0.5,-3.6,-4,-1,-4

# Screening data deposited in PubChem BioAssay by several laboratories.
